Screens as filed in PubChem.
PMI act hi M6P = activators of human phosphomannose isomerase at near-saturating mannose 6-phosphate; P34949; coupled PMI enzyme assay, resazurin fluorescence, 20 min; active compounds read high; 1 = untreated enzyme, 0 = substrate-free blank; activation factor at 20 µM; actives 0.34% (n = 190,000);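 active = activation factor of 2 or more at 20 µM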
Target sequence (P34949 whole entry, looked up): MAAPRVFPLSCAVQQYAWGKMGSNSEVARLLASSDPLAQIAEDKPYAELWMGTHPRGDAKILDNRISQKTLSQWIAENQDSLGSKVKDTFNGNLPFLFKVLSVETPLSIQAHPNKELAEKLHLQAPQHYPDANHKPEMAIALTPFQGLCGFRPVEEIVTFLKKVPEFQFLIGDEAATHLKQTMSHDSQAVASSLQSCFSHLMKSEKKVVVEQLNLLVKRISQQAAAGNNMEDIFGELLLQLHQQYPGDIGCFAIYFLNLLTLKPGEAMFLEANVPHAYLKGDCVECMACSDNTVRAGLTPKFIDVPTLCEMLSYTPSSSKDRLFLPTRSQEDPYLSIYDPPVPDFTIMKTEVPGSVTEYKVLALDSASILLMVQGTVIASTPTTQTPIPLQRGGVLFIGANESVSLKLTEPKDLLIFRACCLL
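assay system = human phosphomannose isomerase with PGI, G6PDH, diaphorase coupling enzymes | quantity = 15 ng/mL PMI | incubation = enzyme reaction with compound 20 min at room temperature | medium = HEPES pH 7.4 buffer with MgCl2 and Tween-20 | compound dosing = one concentration, 20 µM, in 1% DMSO | measured by = Diaphorase-driven resazurin-to-resorufin fluorescence, excitation 544, emission 590 nm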
TNAP inh noacc = blocks human TNAP activity with no phosphate acceptor present; P05186; purified TNAP, CDP-star luminescence, 30 min; inhibition, % at 20 µM; actives 0.26% (n = 200,000); AID 1012;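 active = tissue-nonspecific alkaline phosphatase inhibition above about 50% at 20 µM in the single-dose screen, limit read from the data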;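 note: 0% = DMSO negative control and 100% = EDTA positive control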
Target sequence (P05186 whole entry, looked up): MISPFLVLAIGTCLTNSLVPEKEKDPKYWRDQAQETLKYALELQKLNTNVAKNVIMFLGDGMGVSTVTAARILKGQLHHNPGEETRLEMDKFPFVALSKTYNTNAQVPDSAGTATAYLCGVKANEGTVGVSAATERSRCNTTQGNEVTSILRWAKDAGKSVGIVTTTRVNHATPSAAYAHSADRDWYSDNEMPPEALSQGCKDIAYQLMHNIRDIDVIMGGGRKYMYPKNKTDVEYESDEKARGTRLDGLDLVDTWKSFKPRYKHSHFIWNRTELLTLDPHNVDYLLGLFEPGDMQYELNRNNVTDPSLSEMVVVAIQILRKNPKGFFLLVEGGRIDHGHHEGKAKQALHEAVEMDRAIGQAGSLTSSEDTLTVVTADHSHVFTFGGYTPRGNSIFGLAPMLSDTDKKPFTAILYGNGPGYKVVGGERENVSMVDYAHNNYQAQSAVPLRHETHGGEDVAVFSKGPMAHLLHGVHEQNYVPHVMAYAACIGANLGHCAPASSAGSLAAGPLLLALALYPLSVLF
bIAP inhibitor = intestinal alkaline phosphatase (bovine) inhibition; inhibition, % at 20 µM; 190,000 tested, under 10 active; AID 1019; purified bovine IAP, CDP-star luminescence, 30 min;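 active = over 50% inhibition of intestinal alkaline phosphatase at 20 µM in the single-dose screen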
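Assay system – bovine IAP enzyme · Quantity – bovine IAP at 1/65,000,000 final dilution · Detection – CDP-star luminescence signal · Times – 30 min reaction at room temperature · Also added – CDP-star substrate at 30 µM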
Diaph act CS = activates diaphorase or chemically reduces, flagging diaphorase assay artifacts; Diaphorase/resazurin coupled assay, resorufin fluorescence, 16 min; active compounds read high; 1 = vehicle wells, 0 = NADH-free wells; activation factor at 20 µM; actives 0.005% (n = 190,000);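 active = diaphorase activity raised at least twofold by the compound at 20 µM; inactive = activation factor below 2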
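test system = bacterial diaphorase enzyme (C. kluyveri) | quantity = enzyme 0.07 U/mL final | reagent = NADH substrate 0.114 mM plus resazurin dye 0.1 mM, final | incubation = 16 min enzyme reaction, ambient temperature | buffer or medium = HEPES pH 7.4 buffer with MgCl2 and Tween 20 | signal = fluorescence of resorufin, 544 nm excitation, 590 nm emission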
bIAP activator = intestinal alkaline phosphatase (bovine) activation; purified bovine IAP, CDP-star luminescence, 30 min; active compounds read high; fold of DMSO-control signal, blank-subtracted; activation factor at 20 µM; actives 0.17% (n = 200,000); AID 1016;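 active = activation factor of 2 or more at 20 µM, a signal rise over negative controls twice the positive control's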
PMI act = phosphomannose isomerase (human) activation. purified human PMI, coupled resazurin fluorescence, 20 min; active compounds read high; 1 = vehicle control, 0 substrate-free wells. activation factor at 20 µM. actives 0.005% (n = 190,000);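 active = activation factor of 2 or more at 20 µM, relative to plate controls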
Diaph inh CS = inhibits diaphorase or chemically oxidizes, flagging diaphorase assay artifacts; diaphorase resazurin-to-resorufin fluorescence, NADH, 16 min; bacterial (C. kluyveri) enzyme, not human; inhibition, % at 20 µM; actives 0.69% (n = 190,000);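 active = primary screen inhibition at 20 µM above a set limit, cut at about 50% in these data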;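 note: plate controls were DMSO with full reaction for no effect and wells lacking NADH for full effect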
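Assay system: diaphorase enzyme from Clostridium kluyveri. Quantity: enzyme working solution with 0.14 U/mL diaphorase. Schedule: reaction incubation of 16 min at room temperature. Technique: resorufin fluorescence, excitation 544 nm, emission 590 nm. Controls: No-NADH positive control and DMSO neutral control.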
TNAP inh hi DEA = TNAP (human) inhibition, high acceptor. inhibition, % at 20 µM. actives 0.03% (n = 200,000). purified TNAP, CDP-star luminescence, 1 M DEA. P05186;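 active = over 50% inhibition of tissue-nonspecific alkaline phosphatase at 20 µM in the single-dose screen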;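 note: plate controls were DMSO wells for no effect and EDTA-quenched wells as full inhibition for full effect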
Lmaj promast = Leishmania major promastigote growth inhibition | AID 1063 | Leishmania major promastigotes, resazurin fluorescence viability | inhibition, % at 10 µM | actives 9% (n = 200,000); in the data active = inhibition above about 50%;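 note: promastigotes grown with compound for 44 hours at 28 °C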
TNAP act hi DEA = increases human TNAP activity under high phosphate acceptor concentration | P05186 | activation factor at 20 µM | purified TNAP, CDP-star luminescence, 1 M DEA, 30 min; active compounds read high; 0 = EDTA background, 1 = DMSO-only activity | 200,000 tested, under 10 active;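 active = activation factor at least 2 at 20 µM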
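Test system – human TNAP · Doses – 20 µM single point · Incubation – 30 min, room temperature · Signal – luminescent substrate turnover signal · Read-out basis – activation factor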
The depositor's hits bear a star.

SMILES	PMI act hi M6P	TNAP inh noacc	bIAP inhibitor	Diaph act CS	bIAP activator	PMI act	Diaph inh CS	TNAP inh hi DEA	Lmaj promast	TNAP act hi DEA
COc1ccc(CCNC(=O)COC(=O)c2ccc(Br)o2)cc1	1	-14	11	0.8	0.9	1	17	-4	-1	1
CCc1nnc(NC(=O)CSc2nnc(-c3ccoc3C)n2-c2cccc(C)c2)s1	0.9	-5	9	0.8	0.9	0.9	21	-4	-11	1
O=C1C(Oc2ccccc2)C(c2ccc3c(c2)OCO3)N1CCc1ccc(F)cc1 (configuration not stated)	0.9	-4	-8	1	1.1	0.9	0	-2	40	1
Cc1ccc2nc(Cn3cc(C(F)(F)F)cc(Cl)c3=O)cc(=O)n2c1	0.8	-6	-6	0.9	1.1	1	10	-1	5	1
O=C(O)CCC(=O)N1CCN(c2ccccn2)CC1	0.9	-11	11	0.9	0.9	0.9	8	-2	-1	1
COC(=O)N/N=C/c1cccc(OCCSc2ccc(Cl)cc2)c1	0.9	-7	-4	0.8	1	0.9	22	-1	6	1
CCOc1ccc2nc(SCC(=O)NC(=O)NCc3ccco3)[nH]c2c1	0.9	-13	-22	0.9	1.2	0.9	5	2	2	1
COc1ccc(C(=O)C2CCCN(Cc3ccc(Sc4nncn4C)o3)C2)cc1F (configuration not stated)	1	-7	-2	0.9	1	1	12	-5	-2	1
Cn1cc(CC(=O)NCCN2CCOCC2)c2ccccc21	0.9	-1	20	1	0.8	1	-2	-4	-5	1
CCCN1CCN(CCCNC(=O)c2cc3c(=O)[nH]c4ccccc4c3s2)CC1	0.9	0	-17	0.8	1.2	0.9	20	-1	20	1
COc1ccc(/C=N/NC(=O)CCSc2nc3ccccc3s2)cc1OC	0.9	-2	2	0.7	1	0.9	32	-2	13	1
CC1CCN(c2nc3c(c(=O)[nH]c(=O)n3C)n2Cc2ccccc2Cl)CC1	0.9	-1	11	0.9	0.9	1	11	-2	8	1
O=C(OC(C(=O)Nc1cccc(C(F)(F)F)c1)c1ccccc1)C1CCCCC1 (configuration not stated)	0.9	-10	7	0.8	0.9	0.8	23	-6	6	1.1
COc1cc(NC(=O)COC(=O)CSc2ccccc2F)c(C)cc1[N+](=O)[O-]	1.1	-2	-2	1	1	1	2	0	-3	1
CCCCOC(=O)/C(=C/C=C/c1ccccc1)NC(=O)c1ccccc1	0.9	-2	10	0.9	0.9	1	6	-1	27	1
O=C(CCN1CCN(Cc2ccccc2)CC1)NNC(=O)Cc1ccc(Cl)c(Cl)c1	1.1	-65	-14	0.9	1.1	1.1	5	-2	-2	1
Cc1nn(-c2ccccc2)c2nc(=O)n(-c3ccccc3)cc12	1	-3	5	0.9	0.9	1.2	11	-7	-4	1.1
CS(=O)(=O)Nc1ccc(S(=O)(=O)Nc2nccs2)cc1	0.9	-4	3	1	1	1	1	-4	-1	1
CC(/C=C/c1ccccc1)=N\NC(=O)CSc1ccccn1	1.1	-3	3	0.9	1	1.1	14	-4	-4	1
O=C(O)c1ccc(CSCc2ccccc2F)o1	0.8	-15	2	0.8	1	0.9	17	-2	-4	1
CSc1nc(N(C)NC(=O)c2ccccc2)c2ccccc2n1	0.9	-14	8	0.9	0.9	0.9	10	2	-4	1
O=[N+]([O-])c1ccc(S(=O)(=O)NCCc2ccncc2)cc1	0.9	-5	-5	0.9	1.1	1.1	9	0	17	1
O=C1OCC2=C1C(c1ccccc1)CC(=O)N2c1ccc(F)cc1 (configuration not stated)	1	-9	4	1	1	1.1	4	-2	-8	1
COC(=O)c1cnc2c(c1C(=O)OC)c(=O)n(C)c(=O)n2C	1.1	-10	11	1	0.9	1.1	5	-2	36	1
NS(=O)(=O)c1ccc(CCNC(=O)COC(=O)CCSc2ccc(Cl)cc2)cc1	1	5	-15	0.9	1.1	1	5	0	-5	1
Cc1ccc(S(=O)(=O)NCCCCC(NC(=O)OC(C)(C)C)C(=O)O)cc1 (configuration not stated) (tested in a mixture with another compound)	1.1	1	14	1	0.9	1.1	1	1	-4	1
COc1ccc2[nH]c3c(=O)n(Cc4ccc(C(=O)NCC5CCCO5)cc4)c(=S)[nH]c3c2c1 (configuration not stated)	1	-14	-32	0.8	1.3	1	18	-3	-3	1
CCC(=O)Nc1ccc2c(c1)nc(CN1CCN(C(C)=O)CC1)n2C	1.1	-5	10	1	0.9	1	4	-4	-3	1
Cc1cccc(OCc2nnc(NC(=O)c3cccs3)s2)c1	1	-9	15	0.9	0.9	1	5	-1	-9	1
COCC(C)n1c(C)cc(C(=O)COC(=O)CNC(=O)c2ccccc2)c1C (configuration not stated)	0.9	1	-1	0.8	1	1	16	0	4	1
COC(=O)c1nc2ccccn2c1F	1	-8	-22	1	1.2	1	0	-1	3	1
CCn1cc(/C=C/C(=O)Nc2ccn(Cc3c(F)c(F)c(F)c(F)c3F)n2)cn1	1	-3	2	0.9	1	1.1	8	-3	5	1
Cc1cccc(OCC(=O)NNC(=O)Nc2cccc(Cl)c2)c1C	0.9	-4	4	1	1	0.9	4	-2	-9	1
CCOC(=O)c1c(C)cc(=O)oc1C	1	-2	10	0.9	0.9	1	9	-2	-3	1
Cc1ccnc(NC(=O)CCC(=O)N(CC(=O)NCC2CCCO2)Cc2ccc(F)cc2)c1 (configuration not stated)	1	-12	0	0.9	1	1.1	8	-5	-2	1.1
CCOCCCNC(=S)NCCc1ccccc1	0.9	-6	9	0.9	0.9	0.9	10	3	-6	1

In the list so far, nine contain an aryl thioether with sulfur outside any ring:
SMILES	PMI act hi M6P	TNAP inh noacc	bIAP inhibitor	Diaph act CS	bIAP activator	PMI act	Diaph inh CS	TNAP inh hi DEA	Lmaj promast	TNAP act hi DEA
CCc1nnc(NC(=O)CSc2nnc(-c3ccoc3C)n2-c2cccc(C)c2)s1	0.9	-5	9	0.8	0.9	0.9	21	-4	-11	1
COC(=O)N/N=C/c1cccc(OCCSc2ccc(Cl)cc2)c1	0.9	-7	-4	0.8	1	0.9	22	-1	6	1
CCOc1ccc2nc(SCC(=O)NC(=O)NCc3ccco3)[nH]c2c1	0.9	-13	-22	0.9	1.2	0.9	5	2	2	1
COc1ccc(C(=O)C2CCCN(Cc3ccc(Sc4nncn4C)o3)C2)cc1F (configuration not stated)	1	-7	-2	0.9	1	1	12	-5	-2	1
COc1ccc(/C=N/NC(=O)CCSc2nc3ccccc3s2)cc1OC	0.9	-2	2	0.7	1	0.9	32	-2	13	1
COc1cc(NC(=O)COC(=O)CSc2ccccc2F)c(C)cc1[N+](=O)[O-]	1.1	-2	-2	1	1	1	2	0	-3	1
CC(/C=C/c1ccccc1)=N\NC(=O)CSc1ccccn1	1.1	-3	3	0.9	1	1.1	14	-4	-4	1
CSc1nc(N(C)NC(=O)c2ccccc2)c2ccccc2n1	0.9	-14	8	0.9	0.9	0.9	10	2	-4	1
NS(=O)(=O)c1ccc(CCNC(=O)COC(=O)CCSc2ccc(Cl)cc2)cc1	1	5	-15	0.9	1.1	1	5	0	-5	1

Following part.
SMILES	PMI act hi M6P	TNAP inh noacc	bIAP inhibitor	Diaph act CS	bIAP activator	PMI act	Diaph inh CS	TNAP inh hi DEA	Lmaj promast	TNAP act hi DEA
c1cncc(-c2nnc3sc(-c4ccco4)nn23)c1	1.1	-20	8	1	0.9	1	5	-2	11	1
NC(=O)c1cc(S(=O)(=O)NC2CCCCC2)co1	1	-18	9	1	0.9	1.1	4	-10	-5	1.1
CCN1CCN(c2c(Cl)cccc2NC(=O)c2ccc([N+](=O)[O-])cc2)CC1	1	-8	15	1	0.8	1	4	-2	9	1
CCc1nc(N)c(C#N)c(-c2ccco2)c1C	1	0	5	1	0.9	1.1	2	-3	-3	1
CCOC(=O)/C=c1\s/c(=C\c2ccc3c(c2)OCCO3)c(=O)n1CC(=O)NCC1CCCO1 (configuration not stated)	0.9	-4	14	0.8	0.9	1	20	-3	22	1
CCCC(=O)NCn1nnc(-c2ccc(Cl)cc2)n1	1.2	-3	-2	0.9	1	1.3	5	-5	-4	1
Cc1ccc(C)c(S(=O)(=O)C(C#N)c2nc3ccccc3nc2N2CCCC2)c1 (configuration not stated)	1.3	-9	1	0.6	1	1.4	43	4	-5	1
NC(=O)c1c(NC(=O)COC(=O)c2ccc(S(=O)(=O)Nc3ccccc3)cc2)sc2c1CCCC2	1.1	-3	3	1	1	1.1	-3	-5	-6	1
Cc1nc2nc(NCc3cccs3)nn2c(C)c1Cl	1	16	9	0.9	0.9	1	11	-5	0	1.1
COc1cc(NC(=S)NNC(=O)C(C)(C)O)cc(OC)c1	0.8	4	-46	0.8	1.5	0.9	17	-5	-6	1
O=S(=O)(c1ccccc1)N1CCN(CC(O)COc2ccc3c(c2)CCC3)CC1 (configuration not stated)	1	-2	-2	0.8	1	1	22	-4	12	1
CCC(=O)N1CCN(c2ccc(Cl)cc2NC(=O)c2cccc([N+](=O)[O-])c2)CC1	0.8	-10	-13	0.7	1.1	0.9	31	-2	1	1
O=C(NCc1ccco1)C1CCCCC1	0.9	-9	13	0.8	0.9	0.9	16	-6	-6	1.1
COc1cccc(C2SCC(=O)N2c2cccc(C)c2)c1OC (configuration not stated)	0.9	-19	13	0.9	0.9	0.8	15	-2	0	1
